PNC inhibitor: blocks assembly of the perinucleolar compartment; PC3M PTB-GFP, PNC prevalence imaging, 16 h; stronger effect = lower value; 3.1% of 140,000 active; activity change (PNC), negative = inhibition, % at 10 µM;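 active = readout at or below -70, meaning at least 70% loss of cells showing the perinucleolar compartment, a nuclear body marking cancer cells; inconclusive = readout between -30 and a set limit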;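 also: plate controls were DMSO wells for no effect and camptothecin positive control wells for full effect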
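Compounds are pinned in duplicate onto adhered PC3M cells stably expressing GFP-tagged PTB and incubated 16 h at 37 C. Cells are then fixed, nuclei stained with Hoechst, and PNC-positive cells counted.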
12-hLO inh: blocks human 12-lipoxygenase activity | Potency, µM (titrated, usually from 57.1 µM), for the others: at the highest dose activity change, negative = inhibition, actives largely listed as inhibitors | purified 12-hLO, xylenol orange hydroperoxide absorbance | 0.12% of 150,000 active | P18054; also: potency is read from the fitted curve at half-maximal effect; nearly all actives have a fitted effect of over 55% in size; many of its hits are not listed in these tables
Target sequence (P18054 whole entry, looked up): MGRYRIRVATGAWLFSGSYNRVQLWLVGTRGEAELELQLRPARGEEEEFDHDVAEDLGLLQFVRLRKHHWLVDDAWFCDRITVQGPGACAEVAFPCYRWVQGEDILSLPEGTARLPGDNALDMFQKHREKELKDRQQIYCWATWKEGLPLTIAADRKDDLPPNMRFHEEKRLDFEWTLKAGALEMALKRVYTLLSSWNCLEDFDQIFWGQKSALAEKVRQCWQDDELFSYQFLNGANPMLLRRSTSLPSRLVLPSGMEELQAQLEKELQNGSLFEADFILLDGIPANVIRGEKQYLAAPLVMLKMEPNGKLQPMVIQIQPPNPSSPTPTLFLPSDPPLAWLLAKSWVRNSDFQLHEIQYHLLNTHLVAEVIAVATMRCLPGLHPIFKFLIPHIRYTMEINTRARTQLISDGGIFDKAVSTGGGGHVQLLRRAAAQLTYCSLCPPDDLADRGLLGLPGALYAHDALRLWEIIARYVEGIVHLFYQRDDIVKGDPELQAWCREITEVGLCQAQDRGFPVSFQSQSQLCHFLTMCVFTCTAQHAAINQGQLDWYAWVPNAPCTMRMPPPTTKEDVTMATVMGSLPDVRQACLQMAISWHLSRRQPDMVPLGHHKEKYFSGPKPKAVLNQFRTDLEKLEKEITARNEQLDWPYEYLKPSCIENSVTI
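150 nM 12hLO, 25 mM Hepes pH 7.0 + 0.01% Triton X-100; cpd preinc 15 min RT; 40 uM arachidonic acid, 30 min RT; Fe-XO 30 min; A573/A405 ratio as read-out.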
IMPase inh: IMPase inhibition in cells | P97697 | CHO-M1 cells, IP1 accumulation, HTRF TR-FRET ratio | inhibition (IP1 accumulation), % at 46.1 µM | 120,000 tested, under 10 active; active = well fitted curve in the direction sought with a large enough effect in the signal ratio, not every such curve was filed as active; inconclusive = small, poorly fitted or top-dose-only effect, or a change in a side signal; inactive = no such curve, though single readings can be large or run the other way; the % refers to the signal ratio;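 also: cells stimulated with carbachol in lithium chloride buffer; plate controls were DMSO basal wells for no effect and reference inhibitor wells for full effect; higher means more IMPase inhibition seen as more IP1 and lower FRET ratio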
Target sequence (P97697 whole entry, looked up): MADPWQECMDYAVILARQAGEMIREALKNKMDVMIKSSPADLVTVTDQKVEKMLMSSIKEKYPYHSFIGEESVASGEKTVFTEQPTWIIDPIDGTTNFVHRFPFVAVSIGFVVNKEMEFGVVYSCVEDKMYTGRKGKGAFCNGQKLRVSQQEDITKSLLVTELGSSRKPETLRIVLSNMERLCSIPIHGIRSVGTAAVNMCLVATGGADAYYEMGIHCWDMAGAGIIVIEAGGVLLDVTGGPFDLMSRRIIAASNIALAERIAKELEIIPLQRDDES
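CHO-M1, 2000 cells/well, cultured 16–30 h; cpd up to 46 uM; carbachol (50 uM solution, stimulation buffer w/ 50 mM LiCl, pH 7.4), 30 min 37C; IP-One TR-FRET, 10 min RT; Ex 320/Em 665, 620; Hill-fit AC50.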
ALOX15B inhib: 15-hLO-2 (ALOX15B) enzyme inhibition; purified 15hLO-2, xylenol orange hydroperoxide absorbance; Potency, µM (titrated, usually from 57.1 µM), for inactives: at the top dose activity change, negative = inhibition, actives largely listed as inhibitors; 0.56% of 110,000 active; AID 881; also: potency is read from the fitted curve at half-maximal effect; nearly all actives have a fitted effect of over 60% in size; many of its hits are not listed in these tables
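Screening format was qHTS against 50 nM purified 15hLO-2 in Hepes pH 7.5 with detergent. Activity follows hydroperoxide formation from 45 uM arachidonic acid, measured as 573:405 nm absorbance ratio of the ferric-xylenol orange complex.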
The depositor's hits bear a star; & = joins results of further samples; [ ] = dose if it differs, or a comment. Unless noted, calls follow the shape of the dose curve; as a rule, active = well fitted curve in the direction sought with a large enough effect; inconclusive = small, poorly fitted or top-dose-only effect, or another doubt; inactive = no such curve, though single readings can be large; an effect the other way counts as inactive or inconclusive. Unless noted, % is scaled to controls: 0 for no effect and ±100 for the full control effect.

How did CCOCCCNC(=O)c1cn(C)c2ccc(S(=O)(=O)N(C)C3CCCCC3)cc2c1=O do in these assays?
PNC inhibitor: -23.9; 12-hLO inh: -1.1%; IMPase inh: -3.5; ALOX15B inhib: 2.1%

What do the screens show for `N#Cc1cnn2c1nc(N1CCCCC1)c1ccccc12`?
PNC inhibitor: -8.7; 12-hLO inh: 4.3%; IMPase inh: -3.3; ALOX15B inhib: -8.3%

How did Cc1ccc(C)c(-c2nc3cc(N)ccc3o2)c1 do in these assays?
PNC inhibitor: inconclusive; 12-hLO inh: 1.3%; IMPase inh: -12.8; ALOX15B inhib: -1.2%

Results for COc1ccc(/C=N/NC(=O)COc2ccccc2-c2ccccc2)cc1 ?
PNC inhibitor: -114.6*; 12-hLO inh: 0.9%; IMPase inh: -8.5[1.84 µM]; ALOX15B inhib: 3.6%[11.4 µM]

Results for COCCNC(=O)C(C)N(c1ccc(OC)cc1)S(C)(=O)=O (stereo unspecified) ?
PNC inhibitor: 31.8; 12-hLO inh: 0.2%; IMPase inh: -6.0; ALOX15B inhib: -5.1%

What do the screens show for `Cc1nnsc1NC(=O)OCC(C)(C)C`?
PNC inhibitor: inconclusive; 12-hLO inh: -0.9%; IMPase inh: inconclusive; ALOX15B inhib: -11.5%

What do the screens show for `CC(=O)Nc1nc2ccc(Br)cc2s1`?
PNC inhibitor: 34.4; 12-hLO inh: -16.2%; IMPase inh: 9.5; ALOX15B inhib: -0.2%

Results for CC(=O)Oc1ccc(N2C(=O)CC(N3CCOCC3)C2=O)cc1 (stereo unspecified) ?
PNC inhibitor: -0.8; 12-hLO inh: 0.3%; IMPase inh: -5.2; ALOX15B inhib: -20.7%

Results for CCN(CC)S(=O)(=O)c1cccc(C(=O)NC(Cc2c[nH]c3ccccc23)c2nnc3n2CCC3)c1 (stereo unspecified) ?
PNC inhibitor: inconclusive; 12-hLO inh: -0.5%

Results for CC(C)C(=O)NNc1nc2ccccc2s1 ?
PNC inhibitor: -19.1; 12-hLO inh: -0.2%; IMPase inh: 2.6; ALOX15B inhib: 3.7%

Results for Cn1cccc1-c1nc2ccccc2n1Cc1ccccc1 ?
PNC inhibitor: 35.2; 12-hLO inh: -1.1%; IMPase inh: -0.3; ALOX15B inhib: 1.6%

What do the screens show for `O=S(=O)(NCC1CCCO1)c1ccc(S(=O)(=O)N(Cc2ccc(F)cc2)Cc2ccccn2)cc1` (stereo unspecified)?
PNC inhibitor: 43.3; 12-hLO inh: -1.2%

What do the screens show for `Cc1ccc(-c2nnc3ccc(SCC(=O)N4CCCc5ccccc54)nn23)cc1`?
PNC inhibitor: 15.9; 12-hLO inh: 0.0%; IMPase inh: -10.9

Results for O=C(NCCc1ccccc1)c1cc(-c2ccco2)on1 ?
PNC inhibitor: inconclusive; 12-hLO inh: -0.1%; IMPase inh: inconclusive

How did CC1=C(C(=O)OCc2ccccc2)C(c2ccc3ccccc3c2)NC(=O)N1CCCCCC(=O)O (stereo unspecified) do in these assays?
PNC inhibitor: 19.7; 12-hLO inh: -5.2%&-3.6%; ALOX15B inhib: -18.9%

Results for Brc1ccc(OCCOc2cccc3cccnc23)cc1 ?
PNC inhibitor: 17.2; 12-hLO inh: 4.4%

How did COC(=O)CC1C(=O)NCCN1C(=O)CSc1nnc(Nc2ccc(C)cc2)s1 (stereo unspecified) do in these assays?
PNC inhibitor: -27.8; 12-hLO inh: 3.6%; IMPase inh: -4.6; ALOX15B inhib: 12.5%

Results for CCN(C(=O)CN1CCN(c2ccc(OC)cc2)CC1)c1c(N)n(Cc2ccccc2)c(=O)[nH]c1=O ?
PNC inhibitor: 31.6; 12-hLO inh: -2.0%; IMPase inh: -1.5; ALOX15B inhib: 5.0%

How did Cc1ccccc1NC(=O)Cn1c(=O)n(Cc2ccccc2)c(=O)c2c(C)c(C)sc21 do in these assays?
PNC inhibitor: 4.3; 12-hLO inh: -3.9%; IMPase inh: 5.7

How did CCOc1cc(/C=N/NC(N)=O)cc(Br)c1OCc1ccccc1F do in these assays?
PNC inhibitor: -92.2*; 12-hLO inh: 1.1%

Results for COc1ccc(-n2c(Cc3cccn3C)nnc2SCC(=O)NC2CCCCC2)cc1 ?
PNC inhibitor: -1.1; 12-hLO inh: -3.8%; IMPase inh: -9.7

How did O=Cc1cn(CC(=O)N2CCCc3ccccc32)c2ccccc12 do in these assays?
PNC inhibitor: -100.0*; 12-hLO inh: 1.1%; IMPase inh: 0.2

Results for CCOc1ccc(CC(=O)Nc2sc(Cc3ccccc3)cc2C(N)=O)cc1OCC ?
PNC inhibitor: 32.8; 12-hLO inh: -9.6%; IMPase inh: -4.1; ALOX15B inhib: -9.4%

How did COc1ccc(-c2c(C)cc3oc(=O)cc(-c4ccccc4)c3c2C)cc1F do in these assays?
12-hLO inh: 1.6%[0.00818 µM]; ALOX15B inhib: -14.0%[0.0915 µM]

What do the screens show for `O=C1OCCC1Sc1nc2ccccc2s1` (stereo unspecified)?
PNC inhibitor: -2.0; 12-hLO inh: 2.0%; IMPase inh: -10.0; ALOX15B inhib: -1.5%

Results for Nc1cc(Br)c(N)c(Br)c1 ?
PNC inhibitor: -93.3*; 12-hLO inh: -2.0%; IMPase inh: 5.3; ALOX15B inhib: -23.9%

What do the screens show for `CC(C)CC(=O)N1CCN(S(C)(=O)=O)CC1`?
PNC inhibitor: 6.3; 12-hLO inh: -3.8%; IMPase inh: -0.6; ALOX15B inhib: 3.4%

What do the screens show for `COc1ccc(CCNC(=O)C(=O)NCCOc2ccccc2Cl)cc1OC`?
PNC inhibitor: 39.1; 12-hLO inh: -3.2%

Results for Cc1ccc(NC(=O)Cn2nc(-c3ccccc3)nc2-c2ccccc2)c(C)c1 ?
PNC inhibitor: -19.5; 12-hLO inh: 1.7%; IMPase inh: -5.0

What do the screens show for `CC(=O)c1c[nH]c(C(=O)NCC2CCCO2)c1` (stereo unspecified)?
PNC inhibitor: 6.6; 12-hLO inh: 4.3%; IMPase inh: -4.1; ALOX15B inhib: -0.3%

What do the screens show for `CC(NS(=O)(=O)c1ccccc1)C(=O)Nc1ccc(S(N)(=O)=O)cc1` (stereo unspecified)?
PNC inhibitor: 319.9; 12-hLO inh: 7.0%; IMPase inh: 7.3

Results for Cc1cccc(OCCNC(=O)CSc2ccc(C(F)(F)F)cc2[N+](=O)[O-])c1 ?
PNC inhibitor: 11.0; 12-hLO inh: 5.7%

What do the screens show for `CCCCn1nc2cc(C(=O)NC3CCc4ccccc43)ccc2c1OCC` (stereo unspecified)?
PNC inhibitor: -9.6; 12-hLO inh: -7.1%; IMPase inh: -4.8[1.84 µM]; ALOX15B inhib: 4.6%[11.4 µM]

What do the screens show for `CC1(C)CC(=O)C2=C(C1)NC(=O)CC2c1ccc(N(CCC#N)CCC#N)cc1` (stereo unspecified)?
PNC inhibitor: inconclusive; 12-hLO inh: 1.6%; IMPase inh: 2.9; ALOX15B inhib: 3.1%

What do the screens show for `CCCc1cc(=O)oc2cc(C)c(CN3CCCC3)c(O)c12`?
PNC inhibitor: -14.4; 12-hLO inh: -27.3%; IMPase inh: -5.2; ALOX15B inhib: -27.3%

How did C[C@H](N)[C@H](O)c1cccc(O)c1 do in these assays?
12-hLO inh: 2.3%[25.6 µM]; IMPase inh: -4.2[20.6 µM]; ALOX15B inhib: 0.2%[25.6 µM]

How did COC(=O)c1ccc(/C=C2\N=C(SC)SC2=O)cc1 do in these assays?
PNC inhibitor: 23.6; 12-hLO inh: 5.8%; IMPase inh: -5.9

What do the screens show for `Cc1ccc(NC(=O)CSc2ccccc2NC(=O)c2ccccc2Cl)cc1Cl`?
PNC inhibitor: 32.2; 12-hLO inh: 2.6%

What do the screens show for `Cc1ccc(S(=O)(=O)c2nc(N3CCOCC3)sc2Cl)cc1`?
PNC inhibitor: inconclusive; 12-hLO inh: -11.5%; IMPase inh: -5.6; ALOX15B inhib: -4.7%

How did CC(C)n1cc(/C=N/NC(=O)COc2cccc3cccnc23)c2ccccc21 do in these assays?
PNC inhibitor: -13.2; 12-hLO inh: 1.1%; IMPase inh: 9.3

Results for Cc1ccc(C(=O)OCC(=O)NCC(F)(F)F)cc1C ?
PNC inhibitor: 39.2; 12-hLO inh: -2.2%

What do the screens show for `COC(=O)Nc1ccc(S(=O)(=O)N2CCCCC2)cc1`?
PNC inhibitor: 19.5; 12-hLO inh: 2.8%; IMPase inh: 3.5; ALOX15B inhib: -3.3%

What do the screens show for `O=C(C/C=N/OCc1ccc(Cl)cc1Cl)c1ccc(Cl)cc1`?
PNC inhibitor: 8.2; 12-hLO inh: -28.9%; IMPase inh: 4.3; ALOX15B inhib: 1.1%

How did CCc1nnc(NC(=O)CSc2nc(C3CCCCC3)nc3ccccc23)s1 do in these assays?
PNC inhibitor: -9.2; 12-hLO inh: 0.6%; IMPase inh: inconclusive; ALOX15B inhib: -2.6%

How did COc1ccccc1CCNCc1ccc(OC)c(OCc2ccccc2)c1 do in these assays?
PNC inhibitor: inconclusive; 12-hLO inh: -3.2%; IMPase inh: 5.7; ALOX15B inhib: 41.9%[activator]

How did Cc1cc(C)nc(NC(=NCCc2c[nH]c3ccccc23)NC(=O)Nc2cccc([N+](=O)[O-])c2)n1 do in these assays?
PNC inhibitor: -1.0; 12-hLO inh: 0.8%

Results for N/C(=N\OC(=O)c1cccc2ccccc12)c1ccc(Br)cc1 ?
PNC inhibitor: inconclusive; 12-hLO inh: -1.1%

Results for Cc1ccsc1-c1ccnc(-n2cccc2)n1 ?
PNC inhibitor: -18.8; 12-hLO inh: -7.7%; IMPase inh: -7.4

The list goes on; the last 4 above are carried over.
How did COc1ccccc1CCNCc1ccc(OC)c(OCc2ccccc2)c1 do in these assays?
PNC inhibitor: inconclusive; 12-hLO inh: -3.2%; IMPase inh: 5.7; ALOX15B inhib: 41.9%[activator]

How did Cc1cc(C)nc(NC(=NCCc2c[nH]c3ccccc23)NC(=O)Nc2cccc([N+](=O)[O-])c2)n1 do in these assays?
PNC inhibitor: -1.0; 12-hLO inh: 0.8%

Results for N/C(=N\OC(=O)c1cccc2ccccc12)c1ccc(Br)cc1 ?
PNC inhibitor: inconclusive; 12-hLO inh: -1.1%

Results for Cc1ccsc1-c1ccnc(-n2cccc2)n1 ?
PNC inhibitor: -18.8; 12-hLO inh: -7.7%; IMPase inh: -7.4

What do the screens show for `O=C(Nc1ccc(S(=O)(=O)N2CCCc3ccccc32)cc1)C1CCCO1` (stereo unspecified)?
PNC inhibitor: 0.8; 12-hLO inh: 2.3%; IMPase inh: -5.9; ALOX15B inhib: 1.3%

How did CN(C(=O)c1cccnc1)c1nnc(-c2cnccn2)s1 do in these assays?
PNC inhibitor: -27.2; 12-hLO inh: -7.3%; IMPase inh: 4.2; ALOX15B inhib: -3.5%

What do the screens show for `CSCc1cc(N(C)C)nc(SCc2ccc(Cl)cc2Cl)n1`?
PNC inhibitor: inconclusive; 12-hLO inh: -5.3%; IMPase inh: 1.5; ALOX15B inhib: 17.6%

What do the screens show for `CCN=C1SC(CC(=O)Nc2ccc(C)cc2)C(=O)N1CC` (stereo unspecified)?
PNC inhibitor: -16.9; 12-hLO inh: -0.2%; IMPase inh: -4.9; ALOX15B inhib: -8.6%

Results for COc1ccc(C/C(C)=N/NC(=S)Nc2ccccc2)cc1 ?
PNC inhibitor: 3.0; 12-hLO inh: -2.7%

Results for COC(=O)c1cc(=O)n(CCc2ccccc2)c(=Nc2ccc(F)cc2)s1 ?
PNC inhibitor: -82.8*; 12-hLO inh: -8.8%; IMPase inh: 16.3; ALOX15B inhib: -4.1%

How did CCOC(=O)C(C)c1nc2ccccc2[nH]c1=O (stereo unspecified) do in these assays?
PNC inhibitor: 8.2; 12-hLO inh: -0.8%; IMPase inh: 7.9; ALOX15B inhib: 3.5%

Results for COc1ccccc1-c1nnc(NC(=O)c2ccccc2F)o1 ?
PNC inhibitor: 22.3; 12-hLO inh: -2.3%; IMPase inh: 3.0; ALOX15B inhib: 5.8%
